# MITF primary: inhibitors of human MITF; O75030; AlphaScreen MITF homodimerization, bead proximity signal; inhibition, % at 2.6 µM; 650,000 tested, 0.91% active; in the data active = inhibition above about 50%;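 note: 0% = vehicle wells with protein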
# Target sequence (O75030 whole entry, looked up): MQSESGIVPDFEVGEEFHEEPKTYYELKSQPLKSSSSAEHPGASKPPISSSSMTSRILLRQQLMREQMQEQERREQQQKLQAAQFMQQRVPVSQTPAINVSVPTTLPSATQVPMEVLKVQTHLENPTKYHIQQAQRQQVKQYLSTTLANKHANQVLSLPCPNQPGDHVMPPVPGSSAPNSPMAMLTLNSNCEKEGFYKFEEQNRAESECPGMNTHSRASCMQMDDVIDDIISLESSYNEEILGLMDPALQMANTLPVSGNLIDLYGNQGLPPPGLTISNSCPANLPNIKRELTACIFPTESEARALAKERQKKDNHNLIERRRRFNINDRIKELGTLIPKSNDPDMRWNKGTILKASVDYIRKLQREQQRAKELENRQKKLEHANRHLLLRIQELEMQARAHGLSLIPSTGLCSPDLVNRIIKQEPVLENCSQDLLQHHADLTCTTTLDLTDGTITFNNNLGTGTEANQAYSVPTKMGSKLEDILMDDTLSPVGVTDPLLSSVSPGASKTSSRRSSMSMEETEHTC
# GPR151 activ: activators of human GPR151 | Q8TDV0 | activation, % at 11.2 µM | PathHunter beta-arrestin GPR151 cells, luminescence | AID 1508602 | 650,000 tested, 1% active; in the data active = activation above about 4.9%;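 note: 0% = median of compound wells and 100% = cells with positive control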
# Target sequence (Q8TDV0 whole entry, looked up): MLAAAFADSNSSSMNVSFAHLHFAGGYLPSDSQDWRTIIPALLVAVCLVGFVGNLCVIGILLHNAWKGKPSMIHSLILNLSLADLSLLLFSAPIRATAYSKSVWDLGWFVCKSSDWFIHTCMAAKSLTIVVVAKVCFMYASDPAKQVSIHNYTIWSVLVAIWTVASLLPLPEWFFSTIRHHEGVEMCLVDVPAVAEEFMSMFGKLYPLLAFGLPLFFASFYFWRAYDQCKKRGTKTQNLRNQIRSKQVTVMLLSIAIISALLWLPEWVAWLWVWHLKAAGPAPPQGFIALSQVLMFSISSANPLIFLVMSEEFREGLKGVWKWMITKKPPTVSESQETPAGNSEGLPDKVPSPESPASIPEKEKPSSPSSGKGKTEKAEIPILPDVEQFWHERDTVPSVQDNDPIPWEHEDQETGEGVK
# TEAD-YAP inh: TEAD-YAP interaction inhibition. HEK-TIYL cells, TEAD-Gal4/YAP UAS-luciferase luminescence. inhibition, % at 9.12 µM. 640,000 tested, 1.4% active. AID 1259422; in the data active = inhibition above about 32%;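 note: 0% = median of test compound wells and 100% = reference inhibitor wells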
# FBW7 act: human FBW7 E3 ligase activation, primary screen | Q969H0 | AlphaScreen FBW7–phospho-cyclin E peptide binding, activator screen | normalized activity (activation), % at 26.1 µM | 650,000 tested, 0.13% active | AID 1259310; in the data active = normalized activity above about 1.9%;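 note: purified mutant Fbw7 with reduced substrate affinity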
# * hit, by the source's call; & = joins results of further samples.
molecule,MITF primary,GPR151 activ,TEAD-YAP inh,FBW7 act
COC(=O)c1ccc(CN2CCC(n3nccc3NC(=O)Cc3ccccc3)CC2)cc1,-0.9,1.6,-0.2,-0.1
Nc1c(NC2CCCCC2)c2ccccc2oc1=O,2.4,2.2,4.0,-0.1
Cc1ccc2c(c1)-c1c(cnn1CC(=O)NCc1cccnc1)CO2,4.6,1.7,2.0,0.1
O=C(N/N=C/c1ccco1)c1cc(I)ccc1Cl,-4.1,-0.5,-0.8,0.0
Cc1ccc(NC(=O)c2coc(=O)c3ccccc23)c(Cl)c1,-8.0,-0.4,-0.1,0.1
COc1ccccc1-n1nc(C(=O)N2CCN(Cc3ccccc3)CC2)c2ccccc2c1=O,5.2,-1.2,7.2,-0.1
CCCn1c(=O)c2ccccc2n2c(SCC(=O)N(C)C3CCCCC3)nnc12,5.8,2.2,-3.9,0.1
O=C(Nc1ccc(Cl)cc1)C1CCN(C(=O)NC2CCCCC2)CC1,7.3,-0.2,-5.3,0.1
Cc1ccc(C(=O)Nc2c3c(nn2-c2ccc([N+](=O)[O-])cc2)CSC3)cc1C,0.2,-0.7,4.1,0.0
COc1ccc(C(=O)COC(=O)CN2C(=O)c3cccc([N+](=O)[O-])c3C2=O)cc1,9.9,-0.4,0.3,0.1

# Overlap with the part before: three entries, followed by the next part.
molecule,MITF primary,GPR151 activ,TEAD-YAP inh,FBW7 act
O=C(Nc1ccc(Cl)cc1)C1CCN(C(=O)NC2CCCCC2)CC1,7.3,-0.2,-5.3,0.1
Cc1ccc(C(=O)Nc2c3c(nn2-c2ccc([N+](=O)[O-])cc2)CSC3)cc1C,0.2,-0.7,4.1,0.0
COc1ccc(C(=O)COC(=O)CN2C(=O)c3cccc([N+](=O)[O-])c3C2=O)cc1,9.9,-0.4,0.3,0.1
COc1ccc(C2SCCN2C(=O)c2ccccc2C(=O)O)cc1Br (stereo unspecified),2.5,-0.3,-1.6,-0.1
COc1cc(CN2CCCC3CCCCC32)cc([N+](=O)[O-])c1O (stereo unspecified),11.8,0.3,2.7,0.0
Cc1ccc(C(=O)NC(Nc2ccccc2C(F)(F)F)C(=O)c2ccccc2)cc1 (stereo unspecified),10.1,-0.6,-5.4,0.7
O=C1CN2Cc3c(ccc(Cl)c3Cl)N=C2N1,1.1&-1.7,-0.1&1.3,0.2&-18.8,0.0&0.6
COc1ccc2c(c1)[n+](=O)c(C(C)=O)c(C)n2[O-],6.2,2.5,1.5,-0.2
COc1cccc(CNCc2c(C(=O)N3CCCCCC3)nc3cc(C)ccn23)c1,-13.9,1.0,-8.6,-0.1
O=C(Nc1ccc(N2CCOCC2)cc1)c1ccnc(N2CCOCC2)c1,10.0,5.5*,-7.9,-0.2
CC(=O)N1Cc2ccccc2CC1C(=O)Nc1ccccc1OC(F)F (stereo unspecified),-2.9,0.5,-7.8,-0.1
Nc1c(C(=O)c2cccs2)sc2nc3c(c(-c4ccccc4Cl)c12)CCC3,-5.1,1.8,0.7,0.3
O=C(Oc1cccc([N+](=O)[O-])c1)c1ccco1,2.0,1.7,9.1,0.1

molecule,MITF primary,GPR151 activ,TEAD-YAP inh,FBW7 act
Cc1ccc2sc(N3CCN(CCNC(=O)c4ccc(C#N)cc4)CC3)nc2c1C,-6.5,0.5,1.8,0.0
Cc1cc(Br)c2c(c1)/C(=C/C(=O)c1cccs1)C(=O)N2,15.5,1.1,4.2,0.1
O=C(O)c1c(NC(=O)c2cccc3ccccc23)sc2c1CCCC2,4.6,0.2,16.2,0.1
O=C(Nc1nc(-c2ccncc2)cs1)C1COc2ccc3ccccc3c2O1 (stereo unspecified),-8.7,0.3,-17.9,0.4
COc1ccc(NC(=O)C(Cc2ccccc2)n2cccc2)c(OC)c1 (stereo unspecified),6.1,0.2,-19.7,-0.2
CCOC(=O)c1c(-c2cnn(C)c2)ccc2cnc(Nc3ccc(-n4cnc(N5CCOCC5)n4)cc3)nc12,21.1,-1.3,98.3*,-0.1
COc1cc(OC)c(OC)cc1/C=C1/NC(=O)NC1=O,4.2,0.5,0.5,-0.1
CC1(C)N=C(N)N=C(N)N1c1cc(Cl)ccc1Oc1ccc(Br)c2ccccc12,-9.7,1.4,-3.6,0.0
N#Cc1ccc(/C=N/Nc2nncc3ccccc23)cc1,4.1,-0.8,-16.8,0.1
CC(=O)c1cccc(NC(=O)COc2ccc(Cl)cc2C)c1,-0.8,1.3,-11.5,-0.1

molecule,MITF primary,GPR151 activ,TEAD-YAP inh,FBW7 act
C=CCn1cc(/C=c2/sc3n(c2=O)C(c2ccccc2)C(C(=O)OCC)=C(C)N=3)c2ccccc21 (stereo unspecified),2.9,1.7,-5.6,0.1
O=C(Nc1ccc(O)c(C(=O)O)c1)c1ccccc1,23.0,-4.3,9.0,0.4
Cc1cc(NC(=O)c2ccc([N+](=O)[O-])o2)c(C)cc1I,-8.9,-1.2,14.6,-0.2
Cc1ccc(C23CC4CC(CC(C(=O)OC(C)C(=O)NC(N)=O)(C4)C2)C3)cc1C (stereo unspecified),10.0,0.7,-3.8,0.6
Cc1ccc(Nc2nc3c(c(=O)n(C)c(=O)n3C)n2C)cc1C,17.4,0.2,9.6,0.0
COc1ccc(C(=O)CSC2=N/C(=C/c3ccc(O)c(OC)c3)C(=O)N2c2ccccc2)cc1,-8.9,0.2,3.0,0.1
O=C(Nc1c2c(nn1-c1ccc(Cl)cc1)CSC2)c1ccc(Cl)c([N+](=O)[O-])c1,1.3,1.7,-5.5,-0.1
OCCNc1ccnc(N2CCc3ccccc3C2)n1,1.5,2.6,-29.4,0.1
CCCC1C(C#N)(C#N)C(C#N)=C(N)C1(C)C(C)=O (stereo unspecified),7.7,0.8,2.2,-0.1
CCOc1cc(C=O)ccc1OCc1cc(=O)n2cc(C)ccc2n1,6.9,0.5,-0.3,-0.1

molecule,MITF primary,GPR151 activ,TEAD-YAP inh,FBW7 act
CCc1ccc(NC(=O)C2CCN(S(=O)(=O)c3ccc4[nH]c(=O)ccc4c3)CC2)cc1,-3.0,0.5,4.1,0.0
O=C(CCn1nnc2ccccc2c1=O)NCc1cccc(Cl)c1,2.4,1.9,6.2,-0.1
COC(=O)C1=C(C)NC(=O)/C1=C\c1cccc([N+](=O)[O-])c1,2.5,1.3,6.2,-0.2
COc1c(C)cc(S(=O)(=O)NCCc2ccsc2)cc1C,5.3,0.7,-7.3,0.1
CC1(C)C2CC=C(/C=N/NC(=O)c3ccccc3O)C1C2 (stereo unspecified),3.6,-0.5,-12.4,-0.1
CCOc1ccccc1NC(=O)CNC(=O)Cn1cnc2sc3c(c2c1=O)CCCC3,-5.9,0.3,-0.1,-0.1
Cc1csc2nc(-c3cccc(NC(=O)c4ccc(Br)o4)c3)cn12,-0.5,-1.1,-10.3,-0.2
CC(C)=N/N=c1\scc(-c2ccccc2)n1Cc1ccccc1,1.2,-0.7,-6.7,-0.1
CCn1c(C)[n+](CC)c2ccc(C#N)cc21,10.2,0.0,-0.9,0.2
CCN(CC)c1ccc(/C=c2\sc3n(c2=O)C(c2c(OC)ccc4ccccc24)C(C(C)=O)=C(C)N=3)c(OC)c1 (stereo unspecified),-9.6,0.6,7.3,-0.1

molecule,MITF primary,GPR151 activ,TEAD-YAP inh,FBW7 act
COn1c(=O)c(-c2ccco2)[n+]([O-])c2ccccc21,20.3,-1.8,0.2,0.1
CCOc1ccc(-n2c(SCC(=O)N(CC)CC)nc3c(sc(=S)n3-c3ccccc3)c2=O)cc1,-4.9,0.6,4.9,0.0
CNC(=O)CN1CCN(Cc2nc(-c3cccs3)cs2)CC1,48.0,-1.9,-26.6,-0.5
CC(=O)N(C)c1ccc(Cl)cc1,13.8,-2.1,9.7,0.1
Cc1ccc(NC(=O)c2oc3c(c2C)C(=O)CC(C)(C)C3)cc1,-8.0,1.0,-12.1,0.2
COc1ccccc1/C=C1\NC(=S)NC1=O,-2.7,-1.2,2.5,-0.1
CC(C)NC(=O)c1ccccc1CCc1ccccc1,6.4,-0.9,-2.0,0.1
COc1ccc2c(c1)OCC/C2=N\O,2.8,-2.8,-9.7,-0.1
COc1cccc(CNC(=O)c2c(C)nc3ccccn23)c1,14.1,0.9,9.3,0.6
Cc1nnc(SCc2ccc([N+](=O)[O-])cc2)[nH]c1=O,7.1,-1.3,-0.4,0.1

molecule,MITF primary,GPR151 activ,TEAD-YAP inh,FBW7 act
CSc1nc2c(c(=O)n1-c1ccc(Br)cc1)SCC2,6.0,0.5,-5.6,0.0
CC(C)CCNC(=O)C(C)N1C(=O)CC(C)(C)Sc2ccccc21 (stereo unspecified),-5.6,-0.1,-2.1,0.0
CCN(CCCNC(=O)C1c2ccccc2C(=O)N(c2ccc(OC)cc2)C1c1ccc(OC)cc1)c1cccc(C)c1 (stereo unspecified),18.3,1.4,1.5,0.6
O=C(Nc1ccc(S(=O)(=O)N2CCOCC2)cc1)c1ccc(Cl)cc1[N+](=O)[O-],9.0,2.7,4.4,0.1
CC1=C(C(=O)N2CCCCC2)C(c2ccc(N(C)C)cc2)C2=C(CCCC2=O)N1 (stereo unspecified),0.4,-0.2,10.0,0.0
O=C(CN1CCN(c2ccc(Cl)cc2)CC1)Nc1ccc(Cl)cc1,-5.0,-0.5,3.6,0.0
CC(C)NC(=O)c1ccc(-n2cc(-c3ccnc4ccccc34)cn2)cc1,-4.7,1.4,4.0,0.1
CC(=O)c1ccc(NC(=O)COc2ccccc2F)cc1,-3.8,-1.1,-47.9,-0.1
COc1ccc(C(=O)NC(=S)Nc2sc3c(c2C(N)=O)CCCCCC3)cc1,-4.4,-0.4,-0.1,-0.1
CC(=O)c1cccc(NC(=O)C(=O)NCc2ccccc2)c1,11.8,3.5,-13.2,0.2

# Record cards (already shown). Values in the order: MITF primary	GPR151 activ	TEAD-YAP inh	FBW7 act
# Record of O=C(Nc1ccc(O)c(C(=O)O)c1)c1ccccc1 : 23.0	-4.3	9.0	0.4
# Record of Cc1csc2nc(-c3cccc(NC(=O)c4ccc(Br)o4)c3)cn12 : -0.5	-1.1	-10.3	-0.2

# Continuation.
molecule,MITF primary,GPR151 activ,TEAD-YAP inh,FBW7 act
Cc1nnc(NC(C)c2ccccc2)[nH]c1=O (stereo unspecified),-2.9,5.5*,-1.4,0.1
CCn1c(=O)n(-c2cccc(Cl)c2)c(=O)c2c3c(sc21)CN(C(C)=O)CC3,-13.2,0.9,0.0,-0.1
O=c1/c(=C/c2ccccc2)sc2nc3cc(Br)cnc3n12,19.1,-1.0,-5.2,0.0
COc1ccc(C2C(C(C)=O)=C(C)Nc3nnnn32)cc1 (stereo unspecified),18.6,-0.5,-4.8,0.5
O=C(CSc1nc(-c2ccccc2)nc2c1CCCC2)c1cccs1,9.4,0.3,0.4,0.2
COc1ccc(C(=O)/C=C(\C)Nc2ccccc2F)cc1,-12.8,-1.1,11.4,0.0
O=C(CN1CCc2nc(N3CCCC3)[nH]c(=O)c2C1)Nc1ccccc1F,3.1,0.5,8.8,0.1
CCN1CCN(C(c2ccc(Cl)cc2)c2nnnn2Cc2ccco2)CC1 (stereo unspecified),25.0,-1.1,9.3,0.1
CCOc1ccc(S(=O)(=O)N2CCCCC2)cc1,-9.6,0.0,-5.9,-0.2
CCCCOc1cc(OCCCC)c2c(C)c(CCC)c(=O)oc2c1,-7.2,1.9,-1.6,0.0

molecule,MITF primary,GPR151 activ,TEAD-YAP inh,FBW7 act
CCc1ccccc1NC(=O)CCc1c(C)nc2nc(CN)nn2c1C,2.1,-2.1,7.5,-0.2
C=CCSc1nnc2c(n1)OC(c1cc(OC)ccc1OC)N(C(C)=O)c1ccccc1-2 (stereo unspecified),2.5,0.7,-16.6,0.3
CCOC(=O)CSc1nc2cc(C(=O)Nc3ccc(OC)c(OC)c3)ccc2c(=O)n1CCc1ccccc1,3.2,0.8,6.6,0.0
O=C(NCc1ccccc1Cl)c1ccc(-n2c(=S)[nH]c3ccccc3c2=O)cc1,-14.9,0.6,-5.7,0.1
COc1ccc(NC(=O)C(NC(=O)Cc2c[nH]c3ccccc23)c2ccc(C)cc2)cc1 (stereo unspecified),2.1,0.8,4.5,0.1
C/C(=N\NC(=O)c1ccc(Br)cc1)C(C)(C)C,-15.7,1.6,-16.1,0.1
NC(=S)Nc1ccccc1OC(F)F,-10.8,-1.1,5.1,-0.1
CCN(CC)CCN1CCN(c2ccnc3c(-c4ccccc4F)cnn23)CC1,-12.5,0.7,-46.5,-0.1
CC(C)NC(=O)C1CC(=O)N(Cc2ccccc2)C1 (stereo unspecified),-5.9,-1.4,3.5,-0.2
CC1=C(C(=O)Nc2ccc(Br)cn2)C(c2ccccc2C)C2=C(CCCC2=O)N1 (stereo unspecified),-13.1,0.4,-4.4,0.1

molecule,MITF primary,GPR151 activ,TEAD-YAP inh,FBW7 act
NNC(=O)c1ccccc1OCc1ccc(F)cc1,5.8,4.0,-11.2,0.9
Cc1cccc(NC(=O)c2ccc([N+](=O)[O-])cc2Cl)c1,17.6,-0.5,20.8,0.0
O=C(CSc1ccccc1)N1CCC(CO)(CCc2ccccc2)CC1,17.4,-2.7,0.2,0.1
CCOC(=O)c1oc2ccc(NC(=O)c3ccccc3F)cc2c1C,11.2,-0.8,-4.5,0.1
COc1cc(C(=O)Nc2cccc(-n3cc(NC(=O)Cc4ccccc4)cn3)c2)cc(OC)c1OC,-6.5,-0.2,-0.9,-0.1
CC(C)n1cnc2c(NCCCN3CCCC3=O)nc(-c3ccc(N4CCOCC4)nc3)nc21,-2.8,-0.2,10.9,-0.2
O=C(CSc1nnc2[nH]c(=O)ccn12)Nc1ccc2c(c1)OCCO2,-5.9,-0.9,1.0,-0.2

# Bioassay records as filed in PubChem.
